Source: PubChem (several laboratories)
HTRA1 inhibitor – inhibitors of human serine peptidase HTRA1. recombinant HTRA1, FP-rhodamine activity-based probe, fluorescence polarization. inhibition, % at 5.96 µM. 0.5% of 340,000 active; in the data active means inhibition above about 36%;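 further: 0% = enzyme with DMSO and 100% = wells lacking enzyme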
NPR2 activator – GC-B (human) receptor activation. P20594. HEK293-GC-B cells, CNP EC30, cGMP TR-FRET; 0% at EC30 CNP, 100% saturating CNP. activation, % at 10 µM. 0.11% of 370,000 active;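 active means activation at 10 µM reaching about 35% in either raw or pattern-adjusted values, limit read from the data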
mABHD4 FP – inhibitors of mouse ABHD4; 0.54% of 370,000 active; inhibition, % at 8.92 µM; purified mABHD4, FP-Rh probe fluorescence polarization;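 active means inhibition exceeding the mean over every tested compound plus 3 SD, cut at about 30% in these data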;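 further: 0% = plate median of compound wells and 100% = S159A mutant with DMSO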
Target sequence (Q8VD66 whole entry, looked up): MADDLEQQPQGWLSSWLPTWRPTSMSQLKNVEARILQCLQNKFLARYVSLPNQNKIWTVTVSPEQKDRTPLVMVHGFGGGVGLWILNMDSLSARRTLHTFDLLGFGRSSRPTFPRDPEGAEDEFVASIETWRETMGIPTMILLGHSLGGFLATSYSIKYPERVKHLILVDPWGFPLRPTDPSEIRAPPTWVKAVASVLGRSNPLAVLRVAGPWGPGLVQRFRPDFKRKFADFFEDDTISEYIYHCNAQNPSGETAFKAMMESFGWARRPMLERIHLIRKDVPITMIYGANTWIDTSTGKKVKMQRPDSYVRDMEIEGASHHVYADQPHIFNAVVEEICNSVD
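Assay system: Wild-type mouse ABHD4 protein | Medium: HEPES pH 7.0 buffer, 150 mM NaCl, 0.01% Pluronic F-127 | Incubation: Enzyme–compound pre-incubation 45 min, then probe 60 min, both 25 °C | Technique: Fluorescence polarization with parallel and perpendicular emission, 525/598 nm | Evaluation: % inhibition of FP-Rh probe binding versus controls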
PRMT1 inh – PRMT1 (human) inhibition, primary screen; Q99873; recombinant PRMT1, activity-based probe fluorescence polarization; inhibition, % at 2.79 µM; 1.3% of 370,000 active; AID 652257;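 active means inhibition above about 21% made by adding two undisclosed values, limit read from the data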
NPR1 activator – GC-A (human) enzyme activation | AID 1671463 | activation, % at 10 µM | P16066 | 0.14% of 370,000 active | HEK293 GC-A cells, cGMP TR-FRET, EC30 ANP; 0% at EC30 ANP, 100% saturating ANP; in the data active means activation above about 40%
rCAG RNA binder – binds r(CAG) RNA repeats; r(CAG) RNA repeat, TO-PRO-1 dye displacement fluorescence; inhibition, % at 3 µM; 1.3% of 370,000 active;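 active means inhibition above the plate cutoff, the mean of all test compounds on that plate plus 3 SD, cut at about 35% in these data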;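 further: 0% = DMSO alone and 100% = 100 µM mitoxantrone as full dye displacement; higher means more dye released from RNA so lower well fluorescence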
MBD2 DNA inh – blocks human MBD2 binding to methylated DNA; Q9UBB5; TR-FRET, MBD2 binding to methylated oligonucleotide; inhibition, % at 4.4 µM; 0.31% of 370,000 active; AID 686964; in the data active means inhibition above about 13%
UHRF1 MBD2 ctr – UHRF1 methyl-DNA binding inhibition. UHRF1 binding to methylated oligo, TR-FRET. inhibition, % at 4.4 µM. 0.75% of 370,000 active. AID 687016; in the data active means inhibition above about 21%;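 further: UHRF1 SRA domain binding a hemimethylated CpG hairpin DNA probe; 0% = median of test compound wells and 100% = reference inhibitor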
TCR CD3 inh – blocks the human TCR-CD3 interaction. TAMRA-labeled TCR probe fluorescence, biochemical. inhibition, % at 9.4 µM. 0.37% of 360,000 active. AID 651800; in the data active means inhibition above about 19%;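 further: recombinant mutant TCR 2C K166C tagged with TAMRA read by polarization; 0% = receptor in buffer alone and 100% = receptor with positive control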
SIAE inh – blocks human sialic acid acetylesterase; Q9HAT2; SIAE FP-Rh probe binding, fluorescence polarization; 0.69% of 370,000 active; inhibition, % at 9.66 µM;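 active means inhibition above a cutoff: mean of compounds within the control limits plus 3 SD of those, cut at about 17% in these data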;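 further: 0% = plate median of compound wells and 100% = probe without SIAE protein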
Target sequence (Q9HAT2 whole entry, looked up): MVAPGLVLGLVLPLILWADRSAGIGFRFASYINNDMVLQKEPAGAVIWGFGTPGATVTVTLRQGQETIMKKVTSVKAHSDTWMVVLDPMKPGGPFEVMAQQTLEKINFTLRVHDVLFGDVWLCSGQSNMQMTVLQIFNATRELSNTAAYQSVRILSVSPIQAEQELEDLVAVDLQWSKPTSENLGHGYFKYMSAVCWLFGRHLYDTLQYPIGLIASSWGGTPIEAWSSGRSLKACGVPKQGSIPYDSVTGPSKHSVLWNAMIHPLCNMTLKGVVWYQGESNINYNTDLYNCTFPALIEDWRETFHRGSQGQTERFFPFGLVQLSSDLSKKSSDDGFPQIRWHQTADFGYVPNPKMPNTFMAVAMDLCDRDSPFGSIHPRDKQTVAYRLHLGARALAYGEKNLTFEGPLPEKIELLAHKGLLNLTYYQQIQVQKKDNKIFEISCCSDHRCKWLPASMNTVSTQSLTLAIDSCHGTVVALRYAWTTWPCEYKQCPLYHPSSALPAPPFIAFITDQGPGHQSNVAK
* hit, by the source's call; nt = not tested or not shown; & = joins results of further samples. This is a subset (hit frequency here may not be typical).

SMILES | HTRA1 inhibitor | NPR2 activator | mABHD4 FP | PRMT1 inh | NPR1 activator | rCAG RNA binder | MBD2 DNA inh | UHRF1 MBD2 ctr | TCR CD3 inh | SIAE inh
CN(C[C@@H](CC1CCCCC1)N(C[C@H](Cc1ccccc1)N(CCc1ccccc1)N=O)N=O)N=O | -22 | -4 | 0 | 2 | -4 | 7 | -1 | -1 | -1 | -8
CCC(C(=O)NCCCN1CC(C)CC(C)C1)n1nc(C)c2sc3ccccc3c2c1=O (stereo not given) | -4 | -12 | 4 | -2 | -26 | 0 | 0 | -1 | 9 | 8
O=C(Nc1ncc([N+](=O)[O-])s1)c1cccs1 | 5&2 | 5&4 | -4&5 | 6&0 | 4&2 | 3&1 | -1&-7 | 2&0 | 1&-13 | -1&-9
COc1ccc(S(=O)(=O)N2CCOC23CCN(S(=O)(=O)c2ccc([N+](=O)[O-])cc2)CC3)cc1 | 0 | -3 | 1 | -3 | 1 | 10 | 4 | -3 | 7 | 6
O=C(CSc1nncs1)NNC(=O)c1ccco1 | 4 | 5 | -5 | 3 | 0 | -1 | -4 | -4 | 2 | -5
CCOc1cccc(-c2nnc(SCC(=O)Nc3ccc(OC)c(OC)c3)n2N)c1 | 3 | -1 | -3 | 3 | 2 | -3 | 0 | 0 | 3 | 13
CC1C(C)N(C(=O)CCCl)c2ccccc2N1C(=O)CCCl (stereo not given) | 5 | -2 | 0 | -1 | 5 | 0 | -2 | 1 | -6 | -1
Cn1c(N2CCOCC2)c(/C=N/OC(=O)c2ccc(F)cc2)c2ccccc21 | 1 | 1 | 0 | -1 | 0 | -2 | 2 | -6 | 10 | 3
CN(C(=O)COC(=O)c1ccccc1SCC(=O)N1CCCC1)C1(C#N)CCCCC1 | 2 | 8 | -4 | 3 | 2 | 3 | 0 | -1 | 0 | -1
Cc1ccc(S(=O)(=O)N[C@H](CO)C(C)C)cc1 | nt | 2 | -3 | -1 | 3 | 2 | -1 | 1 | 16 | -5
O=C(c1ccccc1)N1CCN(C(=O)c2cc3ccccc3o2)CC1 | -3 | -6 | -7 | 2 | 7 | 4 | 2 | -2 | 1 | -9
Nc1nc(NCCOCCO)nc(N2CCCCCC2)c1[N+](=O)[O-] | 1 | -7 | 3 | 1 | 3 | -2 | 1 | -1 | 1 | -1
CN(C(=O)CC1C(=O)NCCN1Cc1ccccc1C(F)(F)F)C1CCOCC1 (stereo not given) | 3 | 2 | 3 | 2 | 2 | -2 | -4 | -2 | -2 | 0
CC(C)(C)NC(=O)CSc1nnc(SCC(=O)NC(C)(C)C)s1 | 0 | -1 | -15 | -3 | 5 | -2 | -2 | -2 | 5 | 2
Cc1cc(Nc2cc(F)ccc2C)n2ncnc2n1 | 2 | 3 | -1 | 4 | 3 | 0 | 3 | 5 | -11 | 0
CC(C)(C)N1Cc2nnn(Cc3ccccc3)c2-c2cc(N3CCCCC3)ccc2S1(=O)=O | nt | 0 | 16 | 2 | -7 | 2 | -7 | -1 | nt | 3
COc1ccccc1/C=C/C(=O)NC(=S)N(C)C1CCCCC1 | -16 | 0 | -2 | 1 | 1 | -6 | -2 | 1 | -5 | -4
CCN(CC)CCNC(=S)Nc1ccc2nc3n(c(=O)c2c1)CCCCC3 | 1 | -3 | 0 | -2 | -3 | -5 | -2 | 1 | 5 | 11
CCOc1ccc(N(CC(=O)Nc2ccccc2OC)S(=O)(=O)c2ccccc2)cc1 | -26 | 0 | 0 | 4 | -3 | 13 | 2 | 2 | 4 | -16
O=C(NCc1ccccc1Cl)C1CCN(S(=O)(=O)N2CCCC2)CC1 | -3 | 2 | 0 | 2 | -3 | -3 | 3 | 4 | 2 | -1
O=C(COc1ccc(S(=O)(=O)N2CCCC2)cc1Cl)NCc1cccnc1 | -2 | 2 | -1 | 1 | -3 | -2 | 0 | -2 | 4 | -1
CC(C)N(Cc1ccccc1)C(=O)COC(=O)c1cc(S(=O)(=O)N(C)C)ccc1N1CCCC1 | -8 | 3 | 29 | 3 | -3 | 5 | -2 | -1 | -4 | -1
COC(C(=O)Nc1ccccc1F)c1ccccc1 (stereo not given) | 3 | 3 | -12 | 3 | 5 | 2 | 7 | 6 | -3 | -7
CC1CCN(C2(O)C(=O)Nc3ccc([N+](=O)[O-])cc32)CC1 (stereo not given) | 1 | -1 | -5 | -2 | 4 | 3 | -1 | 1 | -2 | -2
CCOC(=O)CNC(=O)CN1C(=O)CC(c2ccccc2)S(=O)(=O)c2ccccc21 (stereo not given) | 3 | 4 | -4 | 1 | -1 | 2 | 2 | -2 | -2 | -2
C/C(N)=C(/C#N)C(=O)COC(=O)C(NS(=O)(=O)c1ccc(Cl)cc1)C(C)O (stereo not given) | 3&-4 | 3&-4 | 4&5 | -2&1 | 1&0 | -1&0 | -3&-6 | 0&1 | -5&-7 | 4&4
CC(=O)C1=C(C)Nc2ncnn2C1c1ccc(Cl)cc1Cl (stereo not given) | 1 | 2 | 9 | -2 | 2 | -2 | 3 | -2 | 3 | -4
NS(=O)(=O)c1ccc(N=Cc2c(O)n(-c3nccs3)c(=O)c3ccccc23)cc1 | -5 | -15 | 4 | 8 | -31 | 9 | -2 | -4 | 0 | -10
CC(=O)Nc1ccc(C(=O)N2CCCC(c3cc(C(=O)NCc4ccc(F)cc4)no3)C2)cc1 (stereo not given) | nt | -3 | 3 | -3 | 0 | 1 | -3 | -2 | 1 | -8
CCc1nnc(NC(=O)c2ccc(OC)c(S(=O)(=O)N3CCCC3)c2)s1 | 5 | 0 | -1 | -1 | 0 | 3 | -4 | 2 | -12 | -4
CC1(C)CC(c2csc(N)n2)CCO1 (stereo not given) | 6 | 10 | 7 | 1 | 5 | 0 | -3 | 0 | 0 | 0
O=C(COC(=O)CC1CC2CCC1C2)NC(=O)NCc1ccco1 (stereo not given) | 18 | -1 | -2 | -1 | -2 | -1 | -6 | -3 | 12 | 0
COc1ccccc1CNC(=O)CN(c1cccc([N+](=O)[O-])c1)S(C)(=O)=O | -3 | -3 | -2 | -1 | -1 | -5 | 2 | 3 | 2 | -3
CC(=O)Nc1ccc(S(=O)(=O)N(C)CC(=O)OC(C)C(=O)NC2CCCCC2)cc1 (stereo not given) | 7 | 2 | -1 | 1 | 0 | -8 | 4 | 1 | 1 | 8
O=C(Nc1ccc(Cl)cn1)C1C(c2ccccc2)C1(Cl)Cl (stereo not given) | -29 | -5 | -21 | -5 | 1 | -3 | -2 | -1 | 2 | -9
COc1ccc(-c2nnn3c2Cn2c4ccccc4c(=O)n2[C@@H](C(C)C)C3)cc1 | nt | 6 | -6 | -5 | 1 | 5 | 9 | 2 | nt | 4
Cc1ccc(N=Nc2c(=O)[nH]n3c(=O)cc(C)[nH]c23)cc1 | 2 | 2 | 16 | -1 | -2 | 4 | -15 | -10 | 2 | 2
Cc1cc(Br)ccc1SCC(=O)OCC(=O)NC(C)c1ccccc1 (stereo not given) | 3 | 1 | 2 | 2 | 0 | -3 | 3 | 8 | 1 | 6
Cn1cnc2c1c(=O)n(Cc1ccc(Cl)cc1Cl)c(=O)n2C | 0 | 14 | -2 | 2 | 3 | -3 | -2 | -1 | 6 | -6
COC(=O)c1cnc(Nc2ccc(Cl)cc2)c([N+](=O)[O-])c1 | -5 | -4 | 1 | -1 | 0 | -2 | -2 | 0 | -1 | 2
Cc1csc(=O)n1CC(=O)Nc1nc2ccccc2s1 | -6 | 1 | 4 | 0 | 7 | 7 | -3 | -3 | -5 | -6
CCC1CCCCN1CCCNC(=O)c1nn(C)c2c1CS(=O)(=O)c1ccccc1-2 (stereo not given) | 4 | 4 | -18 | -3 | 3 | 7 | -4 | 1 | -4 | -4
C[C@@H]1CN([C@H](C)CO)C(=O)c2cc(-c3ccc(F)cc3)cnc2O[C@H]1CN(C)C(=O)c1ccc(F)cc1 | -6 | -3 | -10 | 0 | -3 | 3 | -9 | -3 | 5 | -9
NC(=O)C(CCc1nc2ccccc2[nH]1)NS(=O)(=O)c1ccccc1 (stereo not given) | -7 | -4 | 3 | 0 | 0 | 1 | 2 | -1 | 0 | -4
Cc1ccc(NC(=O)COC(=O)c2cccnc2)c(C)c1 | 4 | 0 | 4 | -1 | 3 | 0 | -4 | 3 | -5 | 5
CCOC(=O)C[C@@H]1OC[C@H](CO)N1S(=O)(=O)c1ccc(C)cc1 | nt | -1 | -11 | -5 | 5 | 2 | -4 | 1 | 5 | -4
CCN(CC)C(=O)CSC(Nc1ccc(F)cc1)=C(C#N)C#N | -8 | 3 | -9 | -1 | 0 | 22 | -1 | 3 | -10 | -13

12 entries from above, as a markdown table:
| SMILES | HTRA1 inhibitor | NPR2 activator | mABHD4 FP | PRMT1 inh | NPR1 activator | rCAG RNA binder | MBD2 DNA inh | UHRF1 MBD2 ctr | TCR CD3 inh | SIAE inh |
| --- | --- | --- | --- | --- | --- | --- | --- | --- | --- | --- |
| COc1ccc(-c2nnn3c2Cn2c4ccccc4c(=O)n2[C@@H](C(C)C)C3)cc1 | nt | 6 | -6 | -5 | 1 | 5 | 9 | 2 | nt | 4 |
| Cc1ccc(N=Nc2c(=O)[nH]n3c(=O)cc(C)[nH]c23)cc1 | 2 | 2 | 16 | -1 | -2 | 4 | -15 | -10 | 2 | 2 |
| Cc1cc(Br)ccc1SCC(=O)OCC(=O)NC(C)c1ccccc1 (stereo not given) | 3 | 1 | 2 | 2 | 0 | -3 | 3 | 8 | 1 | 6 |
| Cn1cnc2c1c(=O)n(Cc1ccc(Cl)cc1Cl)c(=O)n2C | 0 | 14 | -2 | 2 | 3 | -3 | -2 | -1 | 6 | -6 |
| COC(=O)c1cnc(Nc2ccc(Cl)cc2)c([N+](=O)[O-])c1 | -5 | -4 | 1 | -1 | 0 | -2 | -2 | 0 | -1 | 2 |
| Cc1csc(=O)n1CC(=O)Nc1nc2ccccc2s1 | -6 | 1 | 4 | 0 | 7 | 7 | -3 | -3 | -5 | -6 |
| CCC1CCCCN1CCCNC(=O)c1nn(C)c2c1CS(=O)(=O)c1ccccc1-2 (stereo not given) | 4 | 4 | -18 | -3 | 3 | 7 | -4 | 1 | -4 | -4 |
| C[C@@H]1CN([C@H](C)CO)C(=O)c2cc(-c3ccc(F)cc3)cnc2O[C@H]1CN(C)C(=O)c1ccc(F)cc1 | -6 | -3 | -10 | 0 | -3 | 3 | -9 | -3 | 5 | -9 |
| NC(=O)C(CCc1nc2ccccc2[nH]1)NS(=O)(=O)c1ccccc1 (stereo not given) | -7 | -4 | 3 | 0 | 0 | 1 | 2 | -1 | 0 | -4 |
| Cc1ccc(NC(=O)COC(=O)c2cccnc2)c(C)c1 | 4 | 0 | 4 | -1 | 3 | 0 | -4 | 3 | -5 | 5 |
| CCOC(=O)C[C@@H]1OC[C@H](CO)N1S(=O)(=O)c1ccc(C)cc1 | nt | -1 | -11 | -5 | 5 | 2 | -4 | 1 | 5 | -4 |
| CCN(CC)C(=O)CSC(Nc1ccc(F)cc1)=C(C#N)C#N | -8 | 3 | -9 | -1 | 0 | 22 | -1 | 3 | -10 | -13 |
